# TrxR1 substrate – is turned over as a substrate by rat TrxR1 | O89049 | purified TrxR1 substrate turnover, NADPH consumption readout | Potency, µM (titrated, usually from 114 µM), for inactives: top-dose activity change, negative = substrate turnover | 390,000 compounds, 0.01% hits | AID 588456; also: % is scaled to controls: 0 for no effect and ±100 for the full control effect; nearly all actives have a fitted effect of over 50% in size
#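 Rat TrxR1, dispensed at 90 nM, was prereduced with 400 uM NADPH (final) for 5 min at ~22 deg C, then incubated with compound 15 min before 400 uM selenite. A first-read NADPH fluorescence drop versus no-compound background flagged substrates.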
# Vif-APOBEC3G blk – blocks the Vif interaction with human APOBEC3G. Q9HC16. HeLa A3G-eYFP + Vif (tagged APOBEC3G with the HIV-1 protein that degrades it), YFP fluorescence, overnight. Potency, µM (doses to about 46.1 µM), inactives show at the highest dose activity, negative = active, usual class: inhibitors. 410,000 compounds, 0.076% hits;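 also: % is scaled to controls: 0 for no effect and ±100 for the full control effect; nearly all actives have a fitted effect of over 60% in size; hits raise eYFP signal because A3G escapes Vif-driven loss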
# Target sequence (Q9HC16 whole entry, looked up): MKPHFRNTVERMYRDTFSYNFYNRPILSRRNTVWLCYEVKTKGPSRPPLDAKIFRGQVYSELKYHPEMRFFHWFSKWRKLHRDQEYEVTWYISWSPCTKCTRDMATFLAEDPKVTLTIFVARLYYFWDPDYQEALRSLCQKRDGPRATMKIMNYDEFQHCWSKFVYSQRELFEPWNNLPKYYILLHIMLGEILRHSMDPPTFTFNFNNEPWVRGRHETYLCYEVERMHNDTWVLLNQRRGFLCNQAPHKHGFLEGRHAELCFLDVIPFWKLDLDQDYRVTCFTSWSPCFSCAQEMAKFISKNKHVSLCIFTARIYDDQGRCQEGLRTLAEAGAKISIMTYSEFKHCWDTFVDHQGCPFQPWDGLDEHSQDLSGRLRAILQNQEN
#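 HeLa cells stably expressing Vif and C-terminally eYFP-tagged A3G, seeded overnight at 37 deg C, then exposed to compound by pintool overnight at 37 deg C. Rise in yellow fluorescence (Ex 488/Em 500-530, Acumen) marks blocked Vif-driven A3G degradation.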
# Vif-APOBEC3F blk – inhibitors of Vif-A3F interaction; HeLa A3F-eYFP + Vif (tagged APOBEC3F with the HIV-1 protein that degrades it), YFP fluorescence increase; Potency, µM (top dose mostly 46.1 µM), for the others: top-dose activity, negative = active; 390,000 compounds, 0.2% hits; AID 602313; also: % of control where 0% means no effect; nearly all actives have a fitted effect of over 65% in size
#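 HeLa cells stably expressing A3F-eYFP plus Vif, plated and incubated overnight at 37 deg C, then exposed to compounds overnight at 37 deg C. Blocked degradation read as raised yellow fluorescence (Ex 488/Em 500-530).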
# rTrxR1 inhibitor – inhibitors of rat thioredoxin reductase 1. O89049. recombinant rTrxR1, NADPH fluorescence consumption, selenite substrate. Potency, µM (top dose mostly 114 µM), inactives show top-dose activity change, negative = inhibition, most hits filed as inhibitors. 390,000 compounds, 1% hits; also: % is scaled to controls: 0 for no effect and ±100 for the full control effect; nearly all actives have a fitted effect of over 65% in size
#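 Rat TrxR1 (90 nM in the dispensed reagent) was pre-reduced with 400 uM NADPH for 5 min at room temperature, then incubated with compound for 15 min. After 400 uM selenite was added, NADPH fluorescence (Ex 340/Em 450 nm) was followed for 8 min.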
# mIDH1 inhibitor – inhibitors of human mutant IDH1 R132H; O75874; IDH1-R132H enzyme, NADPH consumption, diaphorase/resazurin fluorescence; Potency, µM (titrated, usually from 76.6 µM), for inactives: at the top dose activity change, negative = inhibition, usual class: inhibitors; 390,000 compounds, 0.093% hits; also: % is scaled to controls: 0 for no effect and ±100 for the full control effect; nearly all actives have a fitted effect of over 65% in size
# Target sequence (O75874 whole entry R132H, stated change not applied): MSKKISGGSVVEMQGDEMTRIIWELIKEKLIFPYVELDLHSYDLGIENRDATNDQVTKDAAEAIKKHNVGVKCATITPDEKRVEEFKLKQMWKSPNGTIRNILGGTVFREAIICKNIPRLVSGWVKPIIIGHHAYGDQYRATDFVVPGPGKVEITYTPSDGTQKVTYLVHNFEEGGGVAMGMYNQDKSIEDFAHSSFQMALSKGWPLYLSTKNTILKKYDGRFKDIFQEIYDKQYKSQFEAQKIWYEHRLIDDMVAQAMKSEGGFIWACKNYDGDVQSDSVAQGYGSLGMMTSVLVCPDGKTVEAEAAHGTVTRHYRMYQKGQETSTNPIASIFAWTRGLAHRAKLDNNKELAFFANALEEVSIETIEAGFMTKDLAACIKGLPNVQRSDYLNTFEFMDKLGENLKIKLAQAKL
#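 IDH1-R132H (0.5 ug/mL) preincubated 30 min with compound, then NADPH (0.016 mM) and alpha-KG (2 mM) added; 80 min at RT, pH 7.5. Remaining NADPH coupled via diaphorase/resazurin to fluorescence (540/590 nm); concentration-response curves normalized to no-enzyme control.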
# ALOX12 inh – blocks human arachidonate 12S-lipoxygenase; purified 12hLO, xylenol orange hydroperoxide absorbance; Potency, µM (highest dose often 108 µM), for the others: top-dose activity change, negative = inhibition, usual class: inhibitors; 580,000 compounds, 1.1% hits; also: % is scaled to controls: 0 for no effect and ±100 for the full control effect
#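 Purified human 12hLO (150 nM final) in 25 mM Hepes, 0.01% Triton X-100, pH 7.0 was preincubated 15 min at room temperature with compound. Then 40 uM arachidonic acid was added, 30 min. Hydroperoxide was read by Fe-XO absorbance ratio 573/405 nm.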
# USP1 inh – inhibitors of human USP1/UAF1 deubiquitinase | recombinant USP1/UAF1, Ub-Rhodamine cleavage fluorescence | Potency, µM (series often up to 57.1 µM), for inactives: at the top dose activity change, negative = inhibition, most hits filed as inhibitors | 390,000 compounds, 0.23% hits; also: % is scaled to controls: 0 for no effect and ±100 for the full control effect; nearly all actives have a fitted effect of over 60% in size; inactives centre near -12
#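 Step one: compound is pinned into 1nM USP1/UAF1 in HEPES pH 7.8 buffer with TCEP. Step two: 15 min room-temperature incubation. Step three: Ub-Rho (150nM final) starts cleavage, tracked by fluorescence over six one-minute reads.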
# RGS4 inh – inhibitors of human regulator of G protein signaling 4; 390,000 compounds, 0.039% hits; Transcreener GDP fluorescence polarization, RGS4-accelerated GTP hydrolysis; AID 504845; Potency, µM (doses to about 114 µM), for inactives: at the top dose activity change, negative = inhibition, hits mostly inhibitors; also: % is scaled to controls: 0 for no effect and ±100 for the full control effect; nearly all actives have a fitted effect of over 75% in size; some results filed as inactive show a strong effect at the top dose
# Target sequence (P49798 whole entry, looked up): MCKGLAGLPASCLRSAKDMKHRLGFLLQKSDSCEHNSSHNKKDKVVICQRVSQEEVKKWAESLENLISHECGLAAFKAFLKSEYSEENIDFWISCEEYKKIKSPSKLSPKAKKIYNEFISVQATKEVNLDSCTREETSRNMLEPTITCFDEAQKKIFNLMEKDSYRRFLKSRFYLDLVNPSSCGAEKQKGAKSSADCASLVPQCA
#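 MLSMR compounds (23 nl, pin-transferred) preincubated 10 min at room temperature with a 500nM (2x) first reagent, then RGS4 at 900nM (2x) plus Transcreener GDP mix added; fluorescence polarization (620/688 nm) read before and after 90 min at 30 °C.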
# RXFP1 agonist – activates the human relaxin receptor RXFP1; Q9HBX9; HEK293T-RXFP1 cAMP TR-FRET, 30 min; response scale: percent of porcine relaxin response, buffer zero; Potency, µM (highest dose often 57.5 µM), inactives show at the highest dose activation, hits mostly activators; 370,000 compounds, 0.3% hits; AID 2676; also: % is scaled to controls: 0 for no effect and ±100 for the full control effect; nearly all actives have a fitted effect of over 60% in size; many of its hits are not listed in these tables
#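 Agonist response is measured as cAMP accumulation in an RXFP1-transfected HEK293T line under PDE4 inhibition. Values are scaled between buffer-only and 29 nM porcine relaxin, and EC50s come from standard Hill equation fits.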
# Numbers without * were called inactive; ? = inconclusive; / = not tested or not shown; & = joins results of further samples; [ ] = dose if it differs, or a comment. Calls follow the shape of the dose curve; as a rule, active = well fitted curve in the direction sought with a large enough effect; inconclusive = small, poorly fitted or top-dose-only effect, or another doubt; inactive = no such curve, though single readings can be large; an effect the other way counts as inactive or inconclusive. Potency is read from the fitted curve at half-maximal effect. This is a subset; the hit share may differ from the screen's.
(1) Cc1ccc(C(=O)NC(=S)NNC(=O)CCN2CCOCC2)cc1
(2) COC(=O)c1nn(-c2ccc(OC)cc2)c(=O)cc1O
(3) COc1nc(OC)nc(N2CCC(C(=O)NCc3ccco3)CC2)n1
(4) O=C(NNC(=S)NC(=O)c1cccs1)c1ccc(NC(=O)c2ccccc2)cc1
(5) O=C(OCc1nnc(-c2ccc([N+](=O)[O-])cc2)o1)C1CCN(C(=O)c2ccc(F)cc2)CC1
(6) Cc1cccc(NC(=O)c2ccc(S(=O)(=O)N(C)c3ccccc3)cc2)n1
(7) Cc1ccc(NC(=O)CN2CCN(CCN=CC3=C(O)CC(C)(C)CC3=O)CC2)cc1
(8) CCSc1nnc(-c2ccc(OC)cc2)o1

Screen / compound no.,1,2,3,4,5,6,7,8
TrxR1 substrate,5%,1%[57.1 µM],1%[57.1 µM],-10%,0%,-14%,-1%[57.1 µM],-2%
Vif-APOBEC3G blk,-8%,0%,1%,0%,-4%,-7%,0%,-1%
Vif-APOBEC3F blk,-7%,-13%,-3%,3%,-3%,-14%,2%,-5%
rTrxR1 inhibitor,-15%[57.1 µM],0%[57.1 µM],-2%[57.1 µM],-18%,2%,-9%,14%[57.1 µM],-3%
mIDH1 inhibitor,-2%,-8%,-2%,1%,6%,-2%,3%,0%
ALOX12 inh,-19%,1%,-14%,?,3%,-10%,0%,374%[activator]
USP1 inh,-3%,-19%,0%,-12%,-10%,-17%,-14%,-6%
RGS4 inh,-38%,1%,-2%,-31%,2%,9%,-29%,-15%
RXFP1 agonist,-2.8%,2.7%,3.4%,0.4%,-1.4%,/,-0.3%,0.3%

(9) NCCCC[C@H]1CNC(=O)C(=O)N1CCCCC1CCCCC1
(10) Cc1nnsc1C(=O)Nc1cccc(Cl)c1C
(11) CC(C)CC(C(=O)OCC(=O)Nc1ncc(Cl)cc1Cl)N1C(=O)c2ccccc2C1=O (stereo not drawn)
(12) COc1cc(NC(=O)CCNC(=O)N2CC(=O)Nc3ccccc32)cc(OC)c1OC
(13) COc1cccc2c(SCC(=O)N/N=C/c3ccc(O)c(O)c3)cc(C)nc12
(14) Cc1ccc2c(c1)-c1ncc(C(=O)c3cc(Br)ccc3O)cc1CO2
(15) CCCCN(C)CCNC(=O)CCNC(=O)Cn1ccc2ccccc2c1=O
(16) COC(=O)CSc1nc(C(C)C)nc2ccccc12

Screen / compound no.,9,10,11,12,13,14,15,16
TrxR1 substrate,9%[57.1 µM],8%,6%[57.1 µM],/,1%[57.1 µM],-4%,2%,-2%
Vif-APOBEC3G blk,-3%,-5%,1%,1%,?,-7%,2%,-3%
Vif-APOBEC3F blk,3%,?,-1%,0%,9%,-4%,-44%,-4%
rTrxR1 inhibitor,4%[57.1 µM],15%,20%[57.1 µM],/,3%[57.1 µM],6%,-1%,2%
mIDH1 inhibitor,2%,-8%,1%,5%,-5%,-4%,0%,-1%
ALOX12 inh,?,-2%,45%[activator],1%,-25%,?,-3%,4%
USP1 inh,-23%,-15%,-9%,-24%,-10%,-18%,-27%,-20%
RGS4 inh,-2%,23%,-8%,/,-2%,12%,25%,-3%
RXFP1 agonist,0.0%,2.2%,2.6%,/,0.6%,0.8%&1.6%,-0.7%,?

# Entries of single compounds as entered above. Order of screens: TrxR1 substrate	Vif-APOBEC3G blk	Vif-APOBEC3F blk	rTrxR1 inhibitor	mIDH1 inhibitor	ALOX12 inh	USP1 inh	RGS4 inh	RXFP1 agonist
# Entry for `NCCCC[C@H]1CNC(=O)C(=O)N1CCCCC1CCCCC1` → 9%[57.1 µM]	-3%	3%	4%[57.1 µM]	2%	?	-23%	-2%	0.0%
# Entry for `COc1cccc2c(SCC(=O)N/N=C/c3ccc(O)c(O)c3)cc(C)nc12` → 1%[57.1 µM]	?	9%	3%[57.1 µM]	-5%	-25%	-10%	-2%	0.6%
# Entry for `Cc1ccc2c(c1)-c1ncc(C(=O)c3cc(Br)ccc3O)cc1CO2` → -4%	-7%	-4%	6%	-4%	?	-18%	12%	0.8%&1.6%
# Entry for `CCCCN(C)CCNC(=O)CCNC(=O)Cn1ccc2ccccc2c1=O` → 2%	2%	-44%	-1%	0%	-3%	-27%	25%	-0.7%
# Entry for `Cc1nnsc1C(=O)Nc1cccc(Cl)c1C` → 8%	-5%	?	15%	-8%	-2%	-15%	23%	2.2%

# Later entries.
(17) O=C(c1ccc(S(=O)(=O)Nc2ccccc2Cl)cc1)N1CCOCC1
(18) COCCCNc1nc(NCc2cccc(Cl)c2)c2cnn(C)c2n1
(19) CCCCCn1c(N(C)Cc2ccccc2)nc2c1c(=O)[nH]c(=O)n2C
(20) CCOc1ccc(NC(=O)CCS(=O)(=O)c2ccc3nc(C)sc3c2)cc1
(21) CCOCCCNC(=S)NCCNc1nc2c(C)cccc2cc1C#N
(22) CC1Cc2cc(S(=O)(=O)CCC(=O)Nc3ccc(Cl)cc3F)ccc2N1C(=O)C1CC1 (stereo not drawn)
(23) O=C(C1=NNCC1c1ccccc1)C1OC1c1ccccc1 (stereo not drawn)
(24) CCC(C)(C(=O)Nc1c(C)cccc1C)N(C)C(=O)c1ccc2ccccc2n1 (stereo not drawn)

Screen / compound no.,17,18,19,20,21,22,23,24
TrxR1 substrate,-12%,0%[57.1 µM],5%,2%,25%,-4%,8%[11.4 µM],2%[57.1 µM]
Vif-APOBEC3G blk,0%,/,0%,4%,-8%,2%,-3%,1%
Vif-APOBEC3F blk,-15%,/,1%,3%,-2%,-4%,-17%,-6%
rTrxR1 inhibitor,-8%,-1%[57.1 µM],14%,6%,14%,5%,23%[11.4 µM],18%[57.1 µM]
mIDH1 inhibitor,7%,/,3%,9%,1%,35%[activator],-1%,1%
ALOX12 inh,-2%,?,4%[57.4 µM],0%,/,-16%,23%,-5%
USP1 inh,-1%,-13%,-6%,-4%,-9%,3%,-2%,-5%
RGS4 inh,-2%,12%,-17%,-9%,-25%,14%,-32%,-27%[56.9 µM]
RXFP1 agonist,0.0%,-1.1%,0.1%,0.4%,2.9%,11%,2.1%,1.9%

(25) COc1ccccc1-c1cc(C(F)(F)F)nc(S(=O)(=O)CCCC(=O)Nc2cccnc2Cl)n1
(26) COc1ccc(C(=O)N/N=C/c2ccc(SC)cc2)cc1
(27) O=C(CSc1nnnn1C1CCCC1)N1CCN(C(=O)c2ccco2)CC1
(28) O=C(N/N=C/c1ccc([N+](=O)[O-])cc1)c1c[nH]c2ccccc12
(29) COc1cc2c(cc1OC)C(c1ccc(Br)cc1)NC(=O)C2 (stereo not drawn)
(30) O=C(Nc1ccc[n+](CC(=O)c2cccc3ccccc23)c1)c1ccccc1
(31) CCCCOc1ccc(C(=O)N(Cc2ccc(N(C)C)cc2)Cc2ccco2)cc1
(32) Cc1cc(NC(=O)c2ccc(F)cc2)n(C)n1

Screen / compound no.,25,26,27,28,29,30,31,32
TrxR1 substrate,58%[activator][57.1 µM],-1%,0%,0%[57.1 µM],-3%,-13%,-12%,-1%
Vif-APOBEC3G blk,-21%,-3%,-1%,1%,0%,5%,/,0%
Vif-APOBEC3F blk,-1%,-11%,-3%,-12%,2%,-9%,/,-10%
rTrxR1 inhibitor,?,-7%,-6%,19%[0.0914 µM],10%,-29%,-1%,12%
mIDH1 inhibitor,-1%,11%,5%,5%,2%,-2%,/,4%
ALOX12 inh,15%,5%,12%,-3%,-23%,?,-29%,-3%
USP1 inh,-19%,-17%,0%,-23%,1%,6%,-17%,-21%
RGS4 inh,-32%,-34%,16%,-45%,10%,6%,11%,-22%
RXFP1 agonist,-1.0%,1.5%,0.6%,0.8%,2.4%,0.3%,-0.2%,-0.5%

(33) COc1cccc(Nc2nc3cc(C)ccc3nc2NS(=O)(=O)c2ccc(Cl)cc2)c1
(34) COc1ccc(-c2cc(-c3cc(F)ccc3O)[nH]n2)cc1OC
(35) O=C(O)CCCC(=O)N1CCN(c2nc(-c3ccccc3)c3ccccc3n2)CC1
(36) CC(C)c1nc(SCC(=O)N2c3ccccc3CC2C)c2ccccc2n1 (stereo not drawn)
(37) COc1cccc2sc(N)nc12

Screen / compound no.,33,34,35,36,37
TrxR1 substrate,-2%[57.1 µM],4%,20%,-3%,-3%
Vif-APOBEC3G blk,-10%,-14%,-1%,2%,-4%
Vif-APOBEC3F blk,-4%,-1%,2%,-1%,7%
rTrxR1 inhibitor,10%[57.1 µM],23%,22%,14%,7%
mIDH1 inhibitor,-8%,3%,14%,-1%,-1%
ALOX12 inh,0%,?,-6%,19%,-14%
USP1 inh,-14%,-17%,0%,-7%,8%
RGS4 inh,36%,-18%,-8%,-7%,7%
RXFP1 agonist,-0.1%,0.7%,2.7%,3.1%,1.0%

# Bioassay records from PubChem BioAssay.
